# From PubChem BioAssay
# STEP inh: inhibitors of human striatal-enriched phosphatase STEP. P54829. recombinant STEP, OMFP fluorogenic substrate, fluorescence. inhibition, % at 20 µM. 360,000 tested, 0.25% active. AID 588621;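 active means inhibition at 20 µM, scaled per plate between control wells, above about 37%, limit read from the data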;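 further: 0% = DMSO with enzyme and substrate and 100% = substrate only without enzyme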
# Target sequence (P54829 whole entry, looked up): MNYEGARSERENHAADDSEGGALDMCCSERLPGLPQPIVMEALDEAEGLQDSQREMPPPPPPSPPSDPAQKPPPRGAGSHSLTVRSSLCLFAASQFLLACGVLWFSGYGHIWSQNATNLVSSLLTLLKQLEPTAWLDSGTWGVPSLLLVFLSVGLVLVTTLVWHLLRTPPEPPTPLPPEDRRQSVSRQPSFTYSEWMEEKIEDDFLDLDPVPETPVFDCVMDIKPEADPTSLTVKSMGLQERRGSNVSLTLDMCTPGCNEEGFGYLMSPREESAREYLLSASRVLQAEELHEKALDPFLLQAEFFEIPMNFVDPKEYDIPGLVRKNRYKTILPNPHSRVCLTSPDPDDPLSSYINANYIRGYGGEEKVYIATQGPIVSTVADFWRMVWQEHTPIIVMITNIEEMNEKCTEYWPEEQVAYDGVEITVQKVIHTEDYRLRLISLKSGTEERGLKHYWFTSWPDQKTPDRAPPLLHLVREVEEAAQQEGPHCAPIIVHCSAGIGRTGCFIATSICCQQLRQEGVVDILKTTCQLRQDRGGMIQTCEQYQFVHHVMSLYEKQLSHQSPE
#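 System: STEP (striatal-enriched tyrosine phosphatase) enzyme, cell-free; medium: Bis-Tris pH 6.0 buffer with DTT, detergent; dosing: 20 µM, 1% DMSO; times: reaction 20 min, ambient temperature; detection: fluorescence, 480/540 nm; read-out basis: normalized % inhibition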
# Rin1 Abl inh: blocks binding of human Rin1 to Abl | AID 588664 | P00519+Q13671 | inhibition, % at 7.35 µM | 360,000 tested, 0.4% active | TR-FRET Rin1/Abl binding, biochemical; in the data active means inhibition above about 5%, passing the limit was not always enough
# NadD inh: blocks S. aureus nicotinate mononucleotide adenylyltransferase. purified NadD enzyme, colorimetric absorbance read-out. inhibition, % at 20 µM. 360,000 tested, 0.78% active; in the data active means inhibition above about 26%; further: some compounds past the cut are filed as inactive
# DNMT1 block: blocks human DNA methyltransferase DNMT1; P26358; DNMT1 molecular beacon, Hinp1I cleavage, fluorescence; inhibition (reported as % activation of signal), % at 10 µM; 360,000 tested, 0.83% active; AID 588458; in the data active means inhibition above about 50%
# LMPTP block: blocks human LMPTP phosphatase; inhibition, % at 20 µM; 360,000 tested, 0.22% active; recombinant LMPTP-A, OMFP fluorogenic substrate, fluorescence intensity;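 active means compounds that cut the enzyme signal by at least half of the control window in the single-dose screen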;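 further: plate controls were DMSO wells with enzyme plus substrate for no effect and substrate without enzyme for full effect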
#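 Buffer or medium: Bis-Tris pH 6.0, DTT, detergent; Assay system: LMPTP-A enzyme; Quantity: 0.625 nM enzyme; Detection: endpoint fluorescence intensity; Times: 50 min dark incubation at room temperature; Controls: substrate-only low control, DMSO enzyme-plus-substrate high control; Doses: single 20 µM dose; Read-out: percent inhibition versus substrate-only and uninhibited controls; Reagent: 400 µM OMFP.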
# Rpn11 block: inhibitors of human proteasome Rpn11; O00487; human 26S proteasome, Ub4-pepOG fluorescence polarization; 20S core pre-blocked with epoxomicin; calls only at 20 µM; 360,000 tested, 0.59% active;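 active means inhibition at 20 µM, scaled to each plate's controls, above about 33%, limit read from the data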
# CSN deneddyl inh: CSN deneddylation inhibition | Q92905 | Purified CSN, SCF-Nedd8-OG deneddylation, fluorescence polarization | inhibition, % at 12.5 µM | 360,000 tested, 0.38% active | AID 651999;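 active means pattern-corrected inhibition above about 35%, with an unprinted fluorescence ratio check between 0.5 and 1.5, limit read from the data, passing the limit was not always enough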;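 further: 0% = enzyme with substrate and 100% = substrate without enzyme; some results filed as inactive read as strong as hits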
# Target sequence (Q92905 whole entry, looked up, one chain of several): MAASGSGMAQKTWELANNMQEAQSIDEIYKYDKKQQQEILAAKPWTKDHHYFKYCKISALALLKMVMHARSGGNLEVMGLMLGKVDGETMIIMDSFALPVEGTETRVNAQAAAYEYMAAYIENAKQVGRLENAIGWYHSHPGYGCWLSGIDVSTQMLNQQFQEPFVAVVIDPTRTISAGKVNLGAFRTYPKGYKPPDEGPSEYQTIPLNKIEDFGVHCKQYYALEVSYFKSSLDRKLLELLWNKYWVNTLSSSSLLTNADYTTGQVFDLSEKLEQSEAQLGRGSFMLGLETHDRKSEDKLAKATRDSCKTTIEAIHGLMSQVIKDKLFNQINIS
#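 Test system: purified human Csn5 enzyme expressed in HEK293T cells. Amount: 0.24 nM enzyme. Reagent: SCFSkp2-Nedd8OG substrate at 10 nM final. Schedule: 90 min incubation of compound, enzyme and substrate at room temperature. Detection: fluorescence polarization. Read-out: % inhibition of substrate cleavage by Csn5.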
# SUMO1-SIM PPI: SUMO1-SIM interaction modulation; inhibition, % at 20 µM; P63165; SUMO1 binding to a labelled peptide, TR-FRET, 1 h; 360,000 tested, 0.33% active; in the data active means inhibition above about 37%
# Target sequence (P63165 whole entry, looked up): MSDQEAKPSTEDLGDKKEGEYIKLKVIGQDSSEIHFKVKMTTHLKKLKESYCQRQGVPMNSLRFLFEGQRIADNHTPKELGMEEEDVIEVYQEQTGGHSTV
# Scp-1 inhibitor: Scp-1 (human) phosphatase inhibition. Recombinant Scp1, phosphopeptide, malachite green phosphate absorbance. inhibition, % at 20 µM. 340,000 tested, 0.88% active. AID 493091;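 active means inhibition above about 50% at 20 µM, limit read from the data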;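 further: plate controls were DMSO wells with enzyme for no effect and wells lacking enzyme for full effect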
#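 System: SCP-1 catalytic domain; Reagent: Phospho 17-mer peptide substrate; Doses: one concentration, 20 µM, with 1.0% DMSO; Incubation: 45 min room-temperature reaction, 5 min colour, 30 min stabiliser; Signal: Phosphate-binding colour reagent, absorbance read at 630 nm.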
# Neddyl block: inhibitors of human cullin neddylation | P61081+Q13564 | TR-FRET cullin neddylation, biochemical | calls only at 25 µM | 360,000 tested, 0.58% active | AID 651699; in the data active means inhibition above about 36%
# * marks the source's active call; other numbers are inactive results; i = inactive; / = not tested or not shown.
SMILES,STEP inh,Rin1 Abl inh,NadD inh,DNMT1 block,LMPTP block,Rpn11 block,CSN deneddyl inh,SUMO1-SIM PPI,Scp-1 inhibitor,Neddyl block
Cc1c(NC(=O)Cn2[nH]c(=O)c3ccccc3c2=O)c(=O)n(-c2ccccc2)n1C,1,2,-4,2,-1.7,i,-5,0,-15,i
O=C(Nc1ccc2oc(-c3ccc(F)cc3)nc2c1)c1ccccc1F,-2,-35,-6,5,-0.5,i,3,0,-12,i
C=CCn1c(NCc2ccc(N(C)C)cc2)nc2ccccc21,-2,-2,-4,-4,2.1,i,1,-1,3,i
O=C(CCSc1ccccc1)Nc1ccccc1C(=O)N1CCCC1,-5,1,3,3,-0.1,i,0,0,-2,i
O=C(COC(=O)Cn1cnc2ccccc21)Nc1cc2c(cc1Cl)C(=O)c1ccccc1C2=O,2,-11,39*,10,7.3,i,-6,-18,3,i
O=C(O)c1ccc(NC2=Nc3cccc4cccc2c34)cc1,1,-4,2,-1,-2.6,i,0,-9,12,i
COc1ccc(CCn2c(-c3ccco3)nc3nc4ccccc4nc32)cc1,-2,-6,10,-6,3.7,i,25,-13,-3,i
Cc1nnc(SCC(=O)Nc2ccc(S(N)(=O)=O)cc2)n(N)c1=O,6,4,-2,0,-3.1,i,-1,2,5,i
COc1ccc2c(c1)c(=O)c(C(=O)c1ccc(C)cc1)cn2CC(=O)Nc1ccc(F)cc1,0,-2,17,3,-1.2,i,9,2,-7,i
Cc1nc2scc(C)n2c(=O)c1S(=O)(=O)NCCc1ccccc1,2,-2,0,1,-0.9,i,-1,3,-7,i
Cc1ccc(S(=O)(=O)Nc2ccc(=O)n(Cc3ccc(Cl)c(Cl)c3)c2)cc1,0,2,13,-30,0.9,i,9,0,2,i
O=C(Nc1nnc([C@H]2C[C@H](O)[C@@H](CO)O2)s1)c1ccc(Oc2ccccc2)cc1,-3,1,2,2,-1.9,i,-6,6,/,i

# Sorted by SMILES length (smallest number first): some entries from above.
SMILES,STEP inh,Rin1 Abl inh,NadD inh,DNMT1 block,LMPTP block,Rpn11 block,CSN deneddyl inh,SUMO1-SIM PPI,Scp-1 inhibitor,Neddyl block
O=C(O)c1ccc(NC2=Nc3cccc4cccc2c34)cc1,1,-4,2,-1,-2.6,i,0,-9,12,i
O=C(CCSc1ccccc1)Nc1ccccc1C(=O)N1CCCC1,-5,1,3,3,-0.1,i,0,0,-2,i
Cc1nc2scc(C)n2c(=O)c1S(=O)(=O)NCCc1ccccc1,2,-2,0,1,-0.9,i,-1,3,-7,i
O=C(Nc1ccc2oc(-c3ccc(F)cc3)nc2c1)c1ccccc1F,-2,-35,-6,5,-0.5,i,3,0,-12,i
COc1ccc(CCn2c(-c3ccco3)nc3nc4ccccc4nc32)cc1,-2,-6,10,-6,3.7,i,25,-13,-3,i
Cc1nnc(SCC(=O)Nc2ccc(S(N)(=O)=O)cc2)n(N)c1=O,6,4,-2,0,-3.1,i,-1,2,5,i
Cc1ccc(S(=O)(=O)Nc2ccc(=O)n(Cc3ccc(Cl)c(Cl)c3)c2)cc1,0,2,13,-30,0.9,i,9,0,2,i
Cc1c(NC(=O)Cn2[nH]c(=O)c3ccccc3c2=O)c(=O)n(-c2ccccc2)n1C,1,2,-4,2,-1.7,i,-5,0,-15,i
O=C(COC(=O)Cn1cnc2ccccc21)Nc1cc2c(cc1Cl)C(=O)c1ccccc1C2=O,2,-11,39*,10,7.3,i,-6,-18,3,i
COc1ccc2c(c1)c(=O)c(C(=O)c1ccc(C)cc1)cn2CC(=O)Nc1ccc(F)cc1,0,-2,17,3,-1.2,i,9,2,-7,i
O=C(Nc1nnc([C@H]2C[C@H](O)[C@@H](CO)O2)s1)c1ccc(Oc2ccccc2)cc1,-3,1,2,2,-1.9,i,-6,6,/,i

# Next results
SMILES,STEP inh,Rin1 Abl inh,NadD inh,DNMT1 block,LMPTP block,Rpn11 block,CSN deneddyl inh,SUMO1-SIM PPI,Scp-1 inhibitor,Neddyl block
COC(=O)c1ccc2c(=O)n(CCCCCC(=O)N3CCN(c4ccccc4)CC3)c(=O)[nH]c2c1,3,2,3,-6,-1.0,i,1,-1,-4,i
N#Cc1ccc(NC(=O)Nc2cccc(C#N)c2)cc1,-3,8.0*,-7,0,0.7,i,-1,4,-11,i
Cc1[nH][nH]c(=O)c1C(c1ccc(-c2ccccc2C(=O)O)o1)c1c(C)[nH][nH]c1=O,11,4,1,75*,2.1,i,9,8,42,i
C=CCNC(=O)c1ccc(CN2CCC(Cc3ccccc3)CC2)cc1,0,0,6,0,0.6,i,-3,2,-7,i
O=C(Nc1ccn(CC(=O)N2CCN(c3ccccn3)CC2)c(=O)n1)OCc1ccccc1,-4,6,0,2,-0.2,i,-1,0,-11,i
CC1CCC2(CC1)NC(=O)N(NC(=O)C1CCN(C(=O)c3ccc(Cl)cc3)CC1)C2=O (configuration not stated),0,0,3,2,-0.3,i,-1,6,-7,i
COC(=O)Cn1c(=N)n(CCN2CCCCC2)c2ccccc21,5,3,-3,0,-3.5,i,4,1,-10,i
C/C=C1\NC(=O)[C@H](C)NC(=O)[C@@H](NC(=O)[C@@H](Cc2ccc(O)cc2)NC(=O)[C@@H](NC(=O)/C(C)=C/C)C(C)C)[C@@H](C)OC(=O)[C@H](CCCCc2ccc(O)cc2)NC(=O)[C@@H](CCC(=O)O)NC1=O,-1,-2,2,2,-0.4,i,-2,4,-14,i
NS(=O)(=O)c1ccc(CCNS(=O)(=O)c2cccc3cccnc23)cc1,1,-1,-8,21,1.2,i,2,16,-4,i
CCOc1ccc(NC(=O)/C(=C\c2ccc(OC(C)=O)c(OC)c2)NC(C)=O)cc1,-4,-5,-1,4,-3.3,i,-3,-5,-2,i
CCOC(=O)[C@]12CCC=C1N(Cc1ccc3c(c1)OCO3)C(=O)[C@H](CC(=O)NCCCCc1ccccc1)C2,/,/,1,/,2.3,/,1,4,/,i
Cc1ccc(C(CC(=O)O)NC(=O)c2ccc(S(=O)(=O)N3CC(C)OC(C)C3)cc2)cc1 (configuration not stated),-2,-1,-5,2,-1.5,i,2,-2,4,i
O=C(CCOc1ccccc1)Nc1ccc(S(=O)(=O)N2CCCC2)cc1,1,3,-4,-4,-1.2,i,0,-1,-2,i
Nc1nc(NCC(=O)O)nc(NCc2ccccc2)c1[N+](=O)[O-],1,-4,0,1,0.5,i,3,-10,1,i
COCC1CCN(C(=O)c2cc(COc3cc(C)c(Cl)c(C)c3)on2)C1 (configuration not stated),3,5,1,-4,1.1,i,2,6,1,i
O=S(=O)(Nc1ccc(-c2ccc3nncn3n2)cc1)c1cccs1,2,3,-1,-1,2.8,i,-5,-9,-3,i
Cc1sc2nc(CN3CCOCC3)nc(NS(=O)(=O)c3ccc4c(c3)OCCO4)c2c1C,-3,-1,2,4,-0.6,i,-2,7,-4,i
COc1ccc2[nH]cc(CCNS(=O)(=O)c3ccc(NC(C)=O)cc3)c2c1,0,1,-6,-7,-1.7,i,-4,0,-5,i
CCN1CCN(C(=O)/C=C/c2ccccc2[N+](=O)[O-])CC1,-1,-4,-1,0,-0.9,i,-1,-6,-6,i
Cc1ccccc1N(CC(=O)NC1CCCC1)C(=O)c1oc(C(C)(C)C)cc1C,1,2,-3,-2,2.5,i,5,0,-5,i
Cc1cnc(CNC(=O)c2csc(COCCO)n2)cn1,-1,1,-1,-2,0.1,i,-2,1,/,i
CCCC(=O)O[C@H]1C[C@@H](C)N(C(=O)c2ccccc2)c2ccc(C)cc21,-7,4,-8,-2,1.3,i,3,0,-1,i
O=C(Nc1nc2n(n1)C(c1ccc(F)cc1)CC(c1ccccc1)N2)c1ccco1 (configuration not stated),2,0,5,0,-1.7,i,-2,4,1,i
CC1(C(=O)Nc2ccc3c(c2)OCO3)CCN1C(=O)Cc1ccc(-c2ccccc2)cc1 (configuration not stated),0,1,-2,-13,4.4,i,-5,-2,/,i
CC(CCc1ccco1)NC(=O)CCc1nnc2ccc(NCc3ccccc3Cl)nn12 (configuration not stated),3,1,2,4,1.0,i,11,19,0,i
CCc1ccc(C2CC(=O)N(c3ccc(F)cc3)C3=C2C(=O)OC3)cc1 (configuration not stated),1,3,1,-6,-0.2,i,2,-7,-6,i
Cc1ccc(OCCCC(=O)Nc2ccccc2C(F)(F)F)cc1,-2,0,3,2,-0.2,i,4,1,-6,i
Cc1cc(C)cc(NC(=O)CSc2nc(N)c(NC(=O)c3ccc(Br)o3)c(=O)[nH]2)c1,1,1,0,2,0.4,i,5,10,-7,i
O=C(CCN=C1NS(=O)(=O)c2ccccc21)OCC(=O)c1ccccc1Cl,0,2,-7,-1,-0.5,i,0,6,-6,i
Cc1ccc(NC(=O)c2cnn(C)c2)cc1[N+](=O)[O-],3,-2,-1,-8,0.0,i,3,-12,-4,i
CCOC(=O)c1c(C)nc2c(c1-c1ccccc1)C(=O)c1ccccc1-2,2,1,-3,-3,1.8,i,-2,-17,-1,i
O=C(CCc1ccc(S(=O)(=O)N2CCOCC2)cc1)Nc1ccc2c(c1)OCCO2,-2,0,-1,-4,-0.6,i,3,-5,-2,i
CC(C)(OC1OC(CO)C(O)C(O)C1O)[C@H]1Oc2ccc3ccc(=O)oc3c2[C@H]1O (some centres not stated),2,1,-2,6,-1.0,i,1,-4,1,/
CCOC(=O)C1CCN(C(=O)COC(=O)c2cccc(NS(=O)(=O)c3ccccc3)c2)CC1,1,2,-8,1,-0.9,i,-1,3,-11,i
CCn1cc(C(=O)NCc2ccc3c(c2)OCO3)c(=O)c2cc(S(=O)(=O)N(C)C)ccc21,-1,4,-6,1,0.0,i,1,6,-8,i
CC(C)c1ccc(C2C3=C(COC3=O)Nc3cc4c(cc32)OCO4)cc1 (configuration not stated),2,2,-1,5,0.4,i,5,-14,-7,i
CCOC(=O)C(C)Oc1ccc(NC(=O)C(Cl)(Cl)Cl)cc1 (configuration not stated),-2,0,-6,8,-1.4,i,1,1,-9,i
O=C(NCC(c1ccco1)N1CCCC1)c1cc(S(=O)(=O)N2CCCCC2)ccc1Cl (configuration not stated),-2,-1,-8,6,-0.4,i,-6,4,-5,i
